Screens from PubChem.
AMPAR-TARP mod – modulators of GluA2-stargazin AMPA receptor complexes, primary screen, cell-based, membrane potential dye | hit rate 3.5% among 40,000 | calls only at 30 µM | HEK293 GluA2+stargazin, membrane potential dye (FDSS), glutamate EC50; hits were called plate by plate, in both directions | Voltage-dependent calcium channel gamma-2 subunit (Mus musculus) + Glutamate receptor 2 …;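 active means any of four per-well response measures lying three or more SD from its plate-wide compound average, in either direction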
Target sequence (O88602 whole entry, looked up): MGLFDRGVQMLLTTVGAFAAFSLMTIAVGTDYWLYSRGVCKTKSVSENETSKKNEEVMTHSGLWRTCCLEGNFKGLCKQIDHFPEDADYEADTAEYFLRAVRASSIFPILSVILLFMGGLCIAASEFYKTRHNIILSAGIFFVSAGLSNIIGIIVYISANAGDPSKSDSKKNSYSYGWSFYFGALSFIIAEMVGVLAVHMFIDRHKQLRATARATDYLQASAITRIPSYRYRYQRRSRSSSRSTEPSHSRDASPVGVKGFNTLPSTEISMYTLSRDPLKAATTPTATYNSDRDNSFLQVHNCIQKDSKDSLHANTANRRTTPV
Target sequence (P19491 whole entry, looked up): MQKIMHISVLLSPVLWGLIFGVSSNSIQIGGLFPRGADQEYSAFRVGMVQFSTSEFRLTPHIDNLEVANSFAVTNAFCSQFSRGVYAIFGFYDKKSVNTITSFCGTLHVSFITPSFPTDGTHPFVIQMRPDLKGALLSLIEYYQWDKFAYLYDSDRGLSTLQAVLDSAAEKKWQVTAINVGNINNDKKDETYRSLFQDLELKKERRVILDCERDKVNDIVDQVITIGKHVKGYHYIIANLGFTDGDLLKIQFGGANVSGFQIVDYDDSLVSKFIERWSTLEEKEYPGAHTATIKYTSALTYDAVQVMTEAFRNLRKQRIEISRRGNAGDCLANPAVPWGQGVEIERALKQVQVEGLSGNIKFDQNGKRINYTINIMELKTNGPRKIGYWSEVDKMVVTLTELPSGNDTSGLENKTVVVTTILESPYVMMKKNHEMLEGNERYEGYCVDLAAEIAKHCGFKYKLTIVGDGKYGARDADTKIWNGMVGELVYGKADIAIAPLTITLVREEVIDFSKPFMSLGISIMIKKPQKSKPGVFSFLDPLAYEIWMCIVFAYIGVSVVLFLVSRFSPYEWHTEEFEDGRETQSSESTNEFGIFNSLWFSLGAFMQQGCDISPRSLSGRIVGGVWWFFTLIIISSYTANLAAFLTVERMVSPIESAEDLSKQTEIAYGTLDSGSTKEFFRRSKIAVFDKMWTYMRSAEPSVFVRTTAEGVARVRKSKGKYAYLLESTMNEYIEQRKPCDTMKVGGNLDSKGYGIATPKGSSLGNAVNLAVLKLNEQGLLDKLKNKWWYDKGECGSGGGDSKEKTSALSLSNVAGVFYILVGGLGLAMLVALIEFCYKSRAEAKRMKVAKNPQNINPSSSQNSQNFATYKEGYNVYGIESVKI
AMPAR-TARP mod agonism max-min – further read-out of AMPAR-TARP mod, marked with its call; compound max-min signal; compound-alone response (agonism);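 unitless range of fluorescence divided by baseline over first 100 seconds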
AMPAR-TARP mod glutamate slope – second read-out of AMPAR-TARP mod, no call of its own (marks repeat the call); glutamate slope, % of max; measured here: glutamate response slope, % max;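 scaled per plate between vehicle wells and maximal 1 mM glutamate control wells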
An asterisk follows results filed as active; i = inactive; + = active, no number; & = joins results of further samples. Not all compounds are listed; the hit share may differ from the screen's.

structure,AMPAR-TARP mod,AMPAR-TARP mod agonism max-min,AMPAR-TARP mod glutamate slope
CC1=C(C(=O)OC2CCCCC2)C(c2ccc(N(C)C)cc2)NC(=O)N1 (stereo not given),i,0.122,72.4
COc1cc(/C=C2\SC(=S)N(c3ccc4c(c3)OCO4)C2=O)cc(OC)c1OC,i,0.0766,59.7
COc1ccc(S(=O)(=O)Nc2nc(C(=O)Nc3ccccc3)cs2)cc1,i,0.0615,26.0
O=C(NCc1ccsc1)c1ccc(-c2ccccc2)cc1,i,0.0881,55.0
Cc1ccc(-c2cn(CC(=O)NCc3ccc(F)cc3)nc2N(C)C)cc1,i,0.114,53.1
O=C(CCc1csc(NC(=O)c2ccc(F)cc2)n1)NCC1CCCCC1,i,0.097,47.7
CCOC(=O)Nc1ccc2cn[nH]c2c1,i,0.137,65.8
CCOC(=O)c1ccccc1NC(=O)COC(=O)CCCC1=NS(=O)(=O)c2ccccc2N1,i,0.0254,38.5
CC(NC(=O)c1ccco1)c1nc2ccccc2n1CCCc1ccccc1 (stereo not given),i,0.0862,59.6
Cc1ccc(C(=O)NC(=S)N2CCCC2)cc1,i,0.0695,59.9
COc1ccc2c(=O)c(Oc3ccc(C(=O)N4CCN(Cc5ccccc5)CC4)cc3)coc2c1,i,0.0712,50.4
COCc1cnc2c(c1SCC(=O)Nc1ccc(Br)cc1)c(=O)n(C)c(=O)n2C,i,0.0538,51.7
COc1ccc(Cl)cc1NC(=O)Cn1nc(C)c(C(C)=O)c1C,i,0.0786,67.3
COc1ccc2sc(N(CCN3CCOCC3)C(=O)c3ccc(Br)s3)nc2c1,i,0.0692,47.6
O=S(=O)(c1ccc(Cl)s1)N1CCC(c2cccs2)CC1,i,0.106,65.2
O=C(CCCS(=O)(=O)c1ccc(F)cc1)N1CCN(c2nc3c(Cl)cccc3s2)CC1,i,0.108,42.5
Cc1ccccc1C(=O)Nn1cnc2c(cnn2C(C)(C)C)c1=O,i,0.0501,53.1
O=C(NCCC(O)c1cccs1)c1cc(-c2ccccc2)on1 (stereo not given),i,0.0844,60.7
COCCNC(=O)Cn1nc2c(c1NC(=O)c1cc(Cl)ccc1Cl)CSC2,i,0.0852,67.0
O=C(Cc1ccc(NC(=O)C23CC4CC(CC(C4)C2)C3)cc1)NCc1cccs1,i,0.0719,52.8
O=C(CCCS(=O)(=O)c1ccccc1)Nc1nc2c(s1)CCc1ccccc1-2,i,0.0831,72.2
COc1ccc(Br)cc1C1NCCS1 (stereo not given),i,0.0543,50.9
O=C(CCN1CCOCC1)Nc1cccc(C(F)(F)F)c1,i,0.0738,47.5
COc1cccc(-n2nnc3c(N4CCN(C(=O)c5ccc(OC)cc5OC)CC4)ncnc32)c1,i,0.0512,40.6
O=C(NCC1CCN(c2ncccn2)CC1)C(=O)Nc1ccc(OC(F)(F)F)cc1,i,0.113,53.6
COC(=O)C1=C(C)NC(=O)NC1c1ccc(OC)cc1OC (stereo not given),i,0.125,63.4
CN(C)C(CNC(=O)c1ccc([N+](=O)[O-])cc1Cl)c1ccc(F)cc1 (stereo not given),i,0.105,64.8
Cn1nnc2c(=O)n(CC(=O)N3CCCC3)cnc21,i,0.0769,46.7
CN(C)C(CNS(=O)(=O)c1ccc(Cl)s1)c1ccc(F)cc1 (stereo not given),i,0.048,42.8
O=C(Cc1cc(-c2ccc3c(c2)OCO3)on1)Nc1ccc2c(c1)OCCO2,i,0.0572,20.5
COc1cccc(CNC(=O)CSc2ccc(NC(=O)c3ccc(C)cc3)nn2)c1,i,0.042,13.9
COc1ccc(Cl)cc1C(=O)NNC(=O)c1cccn(Cc2ccc(F)cc2)c1=O,i,0.0736,54.0
O=S(=O)(N1CCOCC1)n1c(Cc2ccccc2)nc2ccccc21,+,0.15*,51.7*
CCOc1ccc(NC(=O)Cn2nc3ccc(SCc4ccc(Cl)cc4)nn3c2=O)cc1,i,0.116,62.5
O=C(CSC1=NC2(CCCC2)N=C1c1ccccc1)Nc1ccc2c(c1)OCCO2,i,0.138,73.7
Cc1ccc(OCCN2CCN(C(=O)c3cc4ccccc4oc3=O)CC2)cc1,i,0.0567&0.0401,47.7&107.0
O=C(CN1N=NC2C(=O)N(c3ccc(F)cc3)C(=O)C21)Nc1cc(F)ccc1F (stereo not given),i,0.123,63.0
CCOC(=O)c1csc(NC(=O)CCS(=O)(=O)c2ccc(OC)cc2)n1,i,0.072,71.0
Cc1nc2ccccn2c1C(=O)Nc1ccc2c(c1)CC(=O)N2C,+,0.213*,65.1*
CC(=O)c1ccc(S(=O)(=O)NCCOc2ccc3nnc(C)n3n2)cc1,i,0.1,52.0
CN(Cc1ccccc1)S(=O)(=O)c1ccc(-c2nc(C#N)c(NCCN3CCOCC3)o2)cc1,i,0.135,69.1
COc1ccc(SCCC(=O)Nc2ccc(OC)cc2[N+](=O)[O-])cc1,i,0.139,54.0
CC1CCN(C(=O)CNS(=O)(=O)c2ccccc2C(=O)c2ccccc2)CC1,i,0.0422,55.8
CCOc1cccc2cc(C(=O)N3CCCC3)oc12,i,0.0311,62.7
CS(=O)(=O)c1ccc(SCC(=O)N2CCN(c3ccccc3)CC2)c([N+](=O)[O-])c1,i,0.0783,45.1
CN1CCC(CNS(=O)(=O)c2cccc3ccccc23)CC1,i,0.058,35.7
O=S(=O)(NCC1(c2cccs2)CCOCC1)c1cccnc1,i,0.119,49.9
Cc1ccc(NS(=O)(=O)c2ccc([N+](=O)[O-])cc2)cc1N1CCCCC1=O,i,0.091,38.6
COCCn1nc(-c2ccc3c(c2)OCO3)ccc1=O,+,0.182*,61.8*
CCN(CC)S(=O)(=O)c1ccc(C(=O)Nc2nnc(-c3ccc(Br)s3)o2)cc1,+,0.191*,54.8*

Entries of single compounds as entered above. Order of screens: AMPAR-TARP mod, AMPAR-TARP mod agonism max-min, AMPAR-TARP mod glutamate slope
`O=S(=O)(N1CCOCC1)n1c(Cc2ccccc2)nc2ccccc21` is listed with +, 0.15*, 51.7*
`CCOC(=O)c1ccccc1NC(=O)COC(=O)CCCC1=NS(=O)(=O)c2ccccc2N1` is listed with i, 0.0254, 38.5

Next records follow:
The line under a structure holds: AMPAR-TARP mod	AMPAR-TARP mod agonism max-min	AMPAR-TARP mod glutamate slope
> CC(=O)OC1CCC2(C)C(=CCC3C2CCC2(C)C(C(C)=O)CCC32)C1 (stereo not given)
→ i	0.0405	60.7
> COc1cc(C(=O)N2C(=S)C(c3ccc(Br)cc3)=NC2(C)C)cc(OC)c1OC
→ i	0.126	58.5
> O=S(=O)(c1ccc(Cl)cc1)c1nc(-c2ccco2)oc1NCCCn1ccnc1
→ i	0.145	41.7
> CCN1CCN(C(=O)c2cc3c(=O)n4ccccc4nc3n2Cc2ccccc2)CC1
→ i	0.13	52.3
> Cc1ccc(C(CNS(=O)(=O)c2ccc3c(c2)OCCO3)N(C)C)cc1 (stereo not given)
→ i	0.0625	74.6
> O=C(NCCn1ncc2c(N3CCCCC3)ncnc21)C1COc2ccccc2O1 (stereo not given)
→ i	0.0782	54.9
> CCc1cc2c(=O)c(-c3ccc4c(c3)OCCCO4)c(C)oc2cc1OCC#N
→ i	0.0244	48.3
> O=C1C2C3C=CC(C3)C2C(=O)N1c1nccs1 (stereo not given)
→ i	0.0413	47.9
> COc1ccc(-c2ccc(=O)n(CCNC(=O)Nc3cc(C)cc(C)c3)n2)cc1OC
→ i	0.0887	50.5
> CC(C)(C)n1nc2c(c1NC(=O)C(=O)NC1CCCCCC1)CS(=O)(=O)C2
→ i	0.0745	82.8
> CCCCc1ccc(NC(=O)c2cc3c(cc2Br)OCCO3)cc1
→ i	0.0792	51.0
> Cc1ccc(OCC(O)Cn2c(NCCO)nc3c2c(=O)n(C)c(=O)n3C)cc1C (stereo not given)
→ i	0.0666	75.8
> O=C(CSCc1ccccc1)Nc1cc(Cl)ccc1Cl
→ i	0.0919	47.2
> O=C(NCC1COC2(CCCC2)O1)C(=O)NC1CCCCC1 (stereo not given)
→ i	0.0795	38.6
> CCOC(=O)c1c(NC(=O)/C(C)=C\C(=O)O)sc(C)c1C
→ i	0.0272	44.2
> COc1cc(NC(=O)CSc2ccc(NC(=O)C(C)C)nn2)cc(OC)c1
→ i	0.0474	33.2
> N#Cc1ccc(C(=O)NCC2CCN(c3ncccn3)CC2)cc1
→ i	0.0977	58.9
> Cc1ccccc1NC(=O)CSc1nc(-c2ccccc2)[nH]c1S(=O)(=O)c1ccccc1
→ i	0.141	70.0
> NCC(O)(c1ccccc1)C1CC1 (stereo not given)
→ i	0.0411	48.7
> COc1ccc(S(=O)(=O)Nc2ccc(CC(=O)N(C)C)cc2)c(OC)c1
→ i	0.0744	48.1

Grouped by structure, the compounds so far with an aryl thioether with sulfur outside any ring
The line under a structure holds: AMPAR-TARP mod	AMPAR-TARP mod agonism max-min	AMPAR-TARP mod glutamate slope
> COCc1cnc2c(c1SCC(=O)Nc1ccc(Br)cc1)c(=O)n(C)c(=O)n2C
→ i	0.0538	51.7
> COc1cccc(CNC(=O)CSc2ccc(NC(=O)c3ccc(C)cc3)nn2)c1
→ i	0.042	13.9
> CCOc1ccc(NC(=O)Cn2nc3ccc(SCc4ccc(Cl)cc4)nn3c2=O)cc1
→ i	0.116	62.5
> COc1ccc(SCCC(=O)Nc2ccc(OC)cc2[N+](=O)[O-])cc1
→ i	0.139	54.0
> CS(=O)(=O)c1ccc(SCC(=O)N2CCN(c3ccccc3)CC2)c([N+](=O)[O-])c1
→ i	0.0783	45.1
> COc1cc(NC(=O)CSc2ccc(NC(=O)C(C)C)nn2)cc(OC)c1
→ i	0.0474	33.2
> Cc1ccccc1NC(=O)CSc1nc(-c2ccccc2)[nH]c1S(=O)(=O)c1ccccc1
→ i	0.141	70.0

Following part.
The line under a structure holds: AMPAR-TARP mod	AMPAR-TARP mod agonism max-min	AMPAR-TARP mod glutamate slope
> COc1ccc(OC)c2sc(NC(=O)c3ccnn3C)nc12
→ +	0.23*	30.1*
> O=C(NCC(=O)c1cccs1)c1ccc(-c2ccccc2F)o1
→ i	0.101	33.5
> CCCS(=O)(=O)NCCNc1cc(-n2nc(C)cc2C)ncn1
→ i	0.0905	59.9
> O=C(NCCOc1ccc2nnc(-c3cccc(F)c3)n2n1)Nc1ccc2c(c1)OCO2
→ i	0.0823	62.6
> O=C(NCc1ccc(F)cc1)NC1CCCC(O)C1 (stereo not given)
→ i	0.12	66.9
> CCCCn1c(=O)c2c(nc3n2CC(C)CN3c2ccccc2OC)n(C)c1=O (stereo not given)
→ i	0.0445	50.1
> CN(C)C(=O)Cc1ccc(NC(=O)Nc2ccccc2)cc1
→ i	0.0895	67.1
> COc1ccc(-c2noc(CS(=O)(=O)c3ccc(Cl)cc3)n2)cc1OC
→ i	0.107	57.5
> O=C(NCc1ccc(F)cc1)C(=O)NCC(c1ccc(F)cc1)N1CCOCC1 (stereo not given)
→ i	0.0453	55.3
> CCN(CC)C(=O)CSC1=NS(=O)(=O)c2ccccc2N1Cc1ccccc1
→ i	0.0434	66.7
> CCc1ccc(NC(=O)c2nnn(-c3ccc(C)cc3)c2N)cc1
→ i	0.115	54.4
> O=C1NC2(CCN(S(=O)(=O)c3ccccc3)CC2)C(=O)N1CCOc1ccccc1
→ i	0.0846	37.1
> CC1Cc2cc(-c3cc(CC(=O)NCc4ccco4)no3)ccc2O1 (stereo not given)
→ +	0.0381*	65.8*
> COC(=O)Cn1c(=NC(=O)CS(=O)(=O)Cc2ccccc2)sc2cc(OC)ccc21
→ i	0.094	49.8
> Cc1ccc(CNC(=O)CSc2nnc(-c3ccncc3)o2)cc1
→ i	0.0306	47.9
> COc1ccc(NC(=O)CSc2ncc(S(=O)(=O)c3ccc(OC)c(Cl)c3)c(=O)[nH]2)cc1
→ i	0.0917	53.5
> Cc1cn2c3c(=O)n(CCCc4ccccc4)c(=O)n(C)c3nc2n1C1CCCC1
→ i	0.0319	41.0
> CCOc1ccc(S(=O)(=O)N2CCN(c3ccc(-c4cccnc4)nn3)CC2)cc1
→ i	0.0864	28.9
> COc1ccc(-c2cc(CC(=O)N3CCCC(C)C3)no2)cc1 (stereo not given)
→ i	0.0319	42.9
> CCCOc1ccc(S(=O)(=O)N2CCCCCC2)cc1C
→ i	0.0928	68.6
> CCOC(=O)N1CCN(C(=O)Cc2cc(=O)oc3cc(C)ccc23)CC1
→ i	0.0914	56.3
> COc1cccc(OC)c1C(=O)NCC1COC2(CCCCC2)O1 (stereo not given)
→ i	0.0799	93.4
> COc1ccc(C(=O)N2CCC(CN3CCN(C)CC3C)CC2)cc1 (stereo not given)
→ i	0.0601	50.8
> CCCCOc1ccc(C(=O)NCC(C)(O)COC)cc1 (stereo not given)
→ i	0.0825	57.7
> COc1ccc(Cl)cc1S(=O)(=O)Nc1ccc(CC(=O)NCc2cccs2)cc1
→ i	0.065	27.9
> Cc1ccc(S(=O)(=O)NC(C)C)c(C)c1N(C)S(=O)(=O)c1ccc(Cl)cc1
→ i	0.0702	62.4
> COc1cc(-c2cccs2)cc(=O)c2c(C)oc(C)c12
→ i	0.0702	36.7
> CCCN1CCCc2cc(CCNC(=O)OC)ccc21
→ i	0.0699	66.0
> Cn1c(C2CC(=O)N(c3ccc(Cl)cc3)C2)nc2ccccc21 (stereo not given)
→ i	0.109	49.1
> CCN(CC)CCSc1ccc(NC(=O)c2cccc(F)c2)nn1
→ i	0.139	50.1
> O=C(Nc1ccccc1C(F)(F)F)c1ccc(=O)n(Cc2ccccc2F)c1
→ +	0.075*	44.7*
> COc1ccc(S(=O)(=O)N2CCCCC2CCNC(=O)C(=O)Nc2ccc(F)cc2F)cc1 (stereo not given)
→ i	0.1	69.7
> CSc1cccc(-n2nnc(C(=O)OCc3ccccc3)c2C)c1
→ i	0.0959	68.5
